Bioassay records deposited in PubChem BioAssay by several laboratories.
GSK3B inh = inhibitors of human GSK3beta kinase; GST-GSK3beta kinase, ADP-Glo luminescence, 60 min; stronger effect = lower value; 300,000 tested, 0.038% active; activity score (negative = inhibition), % at 10 µM; AID 2097; P49841;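 active means more than half of replicate wells score below -50%, meaning over 50% inhibition versus plate controls; inconclusive means some replicates but at most half score below -50%; inactive means no replicate scores below -50%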;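 further: 0% = median DMSO wells and -100% = median GW8510 positive control wells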
Target sequence (P49841 whole entry, looked up): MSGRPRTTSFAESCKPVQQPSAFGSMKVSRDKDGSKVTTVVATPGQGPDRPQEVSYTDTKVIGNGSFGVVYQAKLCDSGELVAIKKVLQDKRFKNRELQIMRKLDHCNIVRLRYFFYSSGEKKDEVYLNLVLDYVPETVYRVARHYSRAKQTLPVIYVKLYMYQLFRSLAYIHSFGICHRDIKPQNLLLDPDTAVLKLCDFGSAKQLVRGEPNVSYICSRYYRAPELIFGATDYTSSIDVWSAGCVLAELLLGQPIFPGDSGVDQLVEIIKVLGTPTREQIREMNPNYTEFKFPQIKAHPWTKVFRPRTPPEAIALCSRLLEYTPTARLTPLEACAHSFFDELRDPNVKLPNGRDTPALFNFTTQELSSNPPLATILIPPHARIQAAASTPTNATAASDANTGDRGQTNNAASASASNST
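Assay system: GST-tagged human GSK3beta kinase, cell-free; Input: 1.6 ng GSK3beta; Medium: Tris/MgCl2 kinase buffer; Timing: 60 min enzyme reaction, room temperature; Signal: ADP-Glo luminescence quantifying ADP generated by kinase; Evaluation: score relative to plate controls; Benchmarks: DMSO neutral wells and GW8510 at 20 µM as positive.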
GSK3 alpha inh = inhibitors of human GSK-3 alpha kinase. P49840. ADP-Glo luminescence, 60 min. inhibition, % at 10 µM. 320,000 tested, 0.1% active;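 in the data active means inhibition above about 50%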;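 further: GST-tagged GSK-3 alpha with peptide substrate and 25 µM ATP; 0% = DMSO neutral wells and 100% = GW8510 positive control wells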
Target sequence (P49840 whole entry, looked up): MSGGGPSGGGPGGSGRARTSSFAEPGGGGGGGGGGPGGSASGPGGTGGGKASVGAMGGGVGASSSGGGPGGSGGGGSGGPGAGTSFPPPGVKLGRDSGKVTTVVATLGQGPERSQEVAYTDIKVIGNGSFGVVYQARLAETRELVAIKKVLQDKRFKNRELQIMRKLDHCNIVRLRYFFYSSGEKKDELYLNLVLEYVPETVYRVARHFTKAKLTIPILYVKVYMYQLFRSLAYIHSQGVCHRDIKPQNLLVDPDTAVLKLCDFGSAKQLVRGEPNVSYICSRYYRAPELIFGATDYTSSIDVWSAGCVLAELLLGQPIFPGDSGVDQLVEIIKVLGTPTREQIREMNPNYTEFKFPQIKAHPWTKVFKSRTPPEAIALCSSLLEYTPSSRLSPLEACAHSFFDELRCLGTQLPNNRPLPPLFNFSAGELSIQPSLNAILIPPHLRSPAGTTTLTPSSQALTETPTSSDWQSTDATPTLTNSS
HSF1 activator = increases HSF-1 driven luciferase reporter signal; NIH3T3-HGL HSF-1 luciferase reporter, MG132, 8 h; 100% = twice DMSO control signal; activation, % at 9 µM; 300,000 tested, 1.7% active;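 active means mean replicate activation of at least 50% with a set share of replicates each reaching 50%; inconclusive means only one of those two conditions met; inactive means mean below 50% and too few replicates reaching it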;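 further: 0% = median of the neutral control wells and 100% = twice that signal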
HSP90 refold inh = inhibitors of HSP90 luciferase refolding in rabbit reticulocyte lysate; luciferase refolding luminescence, 3 h; inhibition, % at 5.6 µM; 290,000 tested, 0.91% active;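 active means inhibition above the screen-wide mean plus 3 SD, computed separately per campaign, cut at about 16% in these data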;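 further: 0% = DMSO wells and 100% = 60 µM geldanamycin wells; inhibitors lower the luminescence because luciferase stays unfolded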
HIF activator = HIF pathway transcriptional activation | U2OS HRE-luciferase reporter, luminescence; normalized: DMSO 0%, desferrioxamine 100% | activation, % at 7.5 µM (by protocol) | 300,000 tested, 0.32% active;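 active means mean activation of at least 10% of the iron chelator positive control signal, with at least half of replicates also reaching 10%; inconclusive means mean and replicate majority disagree about reaching 10%; inactive means mean and most replicates under 10%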
AI-2 QS mod = modulators of Vibrio harveyi AI-2 quorum sensing system; activity change, % at 7.5 µM; Vibrio harveyi JMH597 AI-2 luminescence/OD600 ratio, 9 h; stronger effect = lower value; strain lacks LuxN and CqsS sensors; 0 = neutral-control median; 300,000 tested, 0.4% active; in the data active means activity change below about -75%, passing the limit was not always enough; inconclusive means no clear call, values can overlap the other calls;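 further: luminescence divided by OD600 gain over 9 h not by final OD600 alone; inactives centre near 13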
IEC-6 tox = counter-screen for KLF5 inhibitors: cytotoxicity in IEC-6 cells. IEC-6 cytotoxicity, luminescence viability. inhibition, % at 5 µM. 290,000 tested, 0.78% active; in the data active means inhibition above about 22%;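 further: 0% = plate median of test compound wells and 100% = cytotoxic reference compound wells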
HSF1 inh = HSF1 inhibition | AID 2098 | NIH3T3-HGL HSE-luciferase, MG132-induced, luminescence 8 h; stronger effect = lower value | 300,000 tested, 0.77% active | activity change, negative = inhibition, % at 7.5 µM (by protocol);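 active means more than half of replicate wells show activity change below -50%, luminescence cut by over half; inconclusive means some wells, but at most half, below -50%; inactive means no replicate well below -50%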;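 further: luciferase reports HSF-1 transcriptional activity via heat shock element; 0% = median of DMSO wells and -100% = zero luminescence signal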
aSyn 5UTR inh = MLPCN primary screen, SNCA 5' untranslated region | alpha-synuclein 5'UTR reporter, inhibitor activity | inhibition, % (tested at 7.5 µM) | 300,000 tested, 0.82% active | AID 1813; in the data active means inhibition above about 60%; inconclusive means no clear call, values can overlap the other calls;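 further: H4 neuroglioblastoma cells stably carrying SNCA 5'UTR luciferase fusion; 0% = DMSO wells and 100% = positive control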
KLF5 inh = inhibitors of KLF5 expression | inhibition, % at 5 µM | 290,000 tested, 0.23% active | DLD-1 KLF5 promoter-luciferase reporter, luminescence;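 active means inhibition above a per-plate limit of that plate's mean compound inhibition plus 3 SD, cut at about 60% in these data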;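 further: 0% = DMSO wells and 100% = LY294002 at 200 µM; higher means less KLF5 promoter-driven luciferase light; inactives centre near -14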
* marks the source's active call; other numbers are inactive results; ? = inconclusive; · = no result given.

SMILES	GSK3B inh	GSK3 alpha inh	HSF1 activator	HSP90 refold inh	HIF activator	AI-2 QS mod	IEC-6 tox	HSF1 inh	aSyn 5UTR inh	KLF5 inh
O=C(Oc1ccc(/C=N/Nc2ccccc2)cc1)c1ccccc1	-4	-2	20	-6	-0.5	28	-2	11	-25	-24
CCOC(=O)Cc1nc2nc(C)cc(C)n2n1	3	-3	-7	-1	-0.2	4	-5	-1	9	-5
FC(F)(F)c1ccc(CN2CCN(Cc3ccco3)CC2)cc1	-4	-4	5	1	-0.9	33	0	1	9	-9
CCOc1ccc(C(=S)NC2CCCCC2)cc1OC	3	-4	29	-3	0.0	5	2	3	-5	-8
Cc1cc2ncn(/N=C/c3ccc4c(c3)OCO4)c2cc1C	-1	-4	8	-7	0.0	-8	-12	7	-29	15
Cc1[nH]c2ccccc2c1CCNC(=O)c1ccc2nccnc2c1	-2	2	13	-3	-14	7	1	2	-57	-17
CC(=O)Nc1cccc(NC(=O)c2cccc3cccnc23)c1	0	1	-10	10	0.5	18	0	0	-55	-17
Cn1ncc(Br)c1C(=O)OCC(=O)Nc1nc(-c2ccccc2)cs1	0	-10	48	-2	?	34	0	10	-39	-17
CCOC(=O)N1CCC(Nc2c([N+](=O)[O-])cc(C(=O)O)cc2[N+](=O)[O-])CC1	2	-2	3	-4	-21	23	-7	3	-4	-21
Cc1ccccc1C1(CCN2CCCCC2)CCOC(C)(C)C1 (centres undefined)	0	-2	-10	0	-0.1	10	0	-19	30	-37
Cc1ccc(S(=O)(=O)CCc2nnc(NC(=O)c3cnccn3)s2)cc1	0	-2	3	6	-0.2	34	2	-2	5	-17
Cc1cc(Br)ccc1OCCCCNCCO	-1	0	-6	-3	-0.3	14	1	-3	6	-2
NS(=O)(=O)c1ccccc1NC(=S)Nc1ccccc1S(N)(=O)=O	-4	-1	13	2	-0.2	12	2	-7	-2	1
COc1cc(C(=O)Nc2ccc(N3CCN(C(=O)c4ccc(C)cc4)CC3)cc2)cc(OC)c1OC	-1	-1	36	-1	-0.6	28	0	12	3	9
Cc1nc2ccccc2n1CC(O)Cn1c(C(F)(F)F)nc2ccccc21 (centres undefined)	-10	2	0	3	-0.6	9	-1	1	5	-17
CC(C)(C)c1ccc(S(=O)(=O)CCc2ccccn2)cc1	0	-2	14	-6	1.8	7	-2	15	-96	-119
Cc1ccc(-c2cc(-c3ccccc3)no2)cc1	1	0	-9	·	-0.8	8	·	1	-22	·
Cc1ccc2nc(SCC(=O)Nc3cc(C)on3)c(C)cc2c1	1	-1	17	-2	0.0	13	17	1	-5	-12
COc1ccc(Cn2c(C3CC3)nc3ccc(NC(C)=O)cc3c2=O)cc1	2	-1	51*	-2	7.0	2	0	29	-121	-99
O=C1COc2ccc(C(=O)COC(=O)CCc3ccc(S(=O)(=O)N4CCOCC4)cc3)cc2N1	3	-1	-7	4	-0.4	16	6	-7	-13	-26
COc1ccccc1C(=O)NCCC(=O)NNC(=O)c1ccccc1O	1	0	-1	·	-0.3	21	·	2	5	·
Cc1ccc(C(=O)Nc2ccc3c(c2)C(=O)NC3=O)cc1	2	-3	-66	0	0.5	27	6	-57*	2	-66
Cc1ccc(C(C)C)cc1S(=O)(=O)NCc1ccccn1	-4	-3	-2	1	-0.2	-6	0	-8	-10	11
CC(OC(=O)CN1C(=O)NC2(CCCC2)C1=O)C(=O)Nc1cccc(Cl)c1Cl (centres undefined)	1	-1	-8	·	-0.1	0	·	3	-4	·
CC(=O)Nc1ccc(SCC(=O)c2ccc(Br)s2)cc1	1	-3	22	-3	-0.1	0	4	4	-54	-60
Cc1cccc(-c2nnc(SCC3CNC(=O)O3)n2-c2ccc(Cl)cc2)c1 (centres undefined)	2	-1	35	0	-0.2	22	2	-2	10	-5
CN(C)S(=O)(=O)c1cccc(NC(=O)CNCc2ccccn2)c1	0	-2	18	7	-0.1	13	1	-6	4	5
COc1cccc(C2=NN(C(=O)CCCC(=O)O)C(c3cccs3)C2)c1 (centres undefined)	1	-1	-2	14	0.5	26	10	10	-7	-28
CN1C(=O)CSc2ccc(NC(=O)N3CCN(c4ccccn4)CC3)cc21	-1	·	13	4	-0.5	15	3	4	-30	-32
CC(OC(=O)/C=C/c1ccc2ccccc2n1)C(=O)Nc1ccc(S(N)(=O)=O)cc1 (centres undefined)	1	0	?	·	1.9	1	·	45	17	·
COc1ccccc1CC(=O)N1CCN(C(=O)c2ccco2)CC1	2	-1	-50	1	0.3	31	-4	-37	10	-23
CC(Sc1nnc(-c2cccs2)n1-c1ccccc1)C(=O)NCc1ccco1 (centres undefined)	0	-2	5	-2	-0.4	32	0	-3	3	-24
CCOC(=O)c1cc2ccc3ccccc3c2oc1=O	3	-1	0	1	0.5	21	-3	2	-1	-25
N#Cc1ccc(CSc2nnc(-c3c[nH]c4ccccc34)n2-c2ccccc2)cc1	-4	-2	13	5	-0.3	25	-1	21	24	-7
Cc1cc(Br)ccc1NC(=O)CNC(=O)c1ccc(-n2cncn2)c([N+](=O)[O-])c1	2	0	1	·	0.0	41	·	0	26	·
COc1ccc(CCNC(=O)c2cc3c(=O)n4ccccc4nc3n(CCCN3CCOCC3)c2=N)cc1	2	-1	-3	0	-0.5	16	-3	-2	-39	-25
Cc1cc2cc(CNC(=O)Nc3cccc(Cl)c3)ccc2n1C	-2	1	8	4	-0.1	1	-1	-4	-24	-50
CCn1c(SCC(=O)N2CCCCC2)nc(O)cc1=O	-2	1	-21	-2	0.3	16	-4	-9	-10	-30
COC(=O)c1cc(-c2ccccc2)n[nH]1	0	0	9	0	-0.5	14	1	-1	-24	-33
CCOC(=O)N1CCC(N2CCCC(CO)(Cc3cccc(OC)c3)C2)CC1 (centres undefined)	1	-1	10	-6	0.0	16	2	-3	-6	-35
O=C1NC(=O)c2c(NC(=O)C3CCCO3)cccc21 (centres undefined)	-3	8	-15	4	-0.2	38	-2	-8	13	-37
Cc1onc(-c2ccccc2Cl)c1-c1nc(-c2ccncc2)no1	-5	2	5	-5	0.0	19	-2	0	-8	-38
Cc1c(Br)c([N+](=O)[O-])nn1C(C)C(=O)N1CCCc2ccccc21 (centres undefined)	2	-6	-1	0	0.3	6	0	-4	0	-12
CSc1ccc(CN2C(=O)NC3(CCCCC3)C2=O)cc1	-2	-1	23	0	-0.9	21	2	0	0	0
CCCCCCc1c(C)c2ccc(OCC(=O)N[C@@H](Cc3ccccc3)C(=O)O)cc2oc1=O	1	-4	3	-9	0.1	1	-2	-2	14	-10
CN(c1ccc(C(=O)Nc2cccnc2)cc1)S(=O)(=O)c1ccccc1	·	-1	43	0	-0.6	·	-4	5	5	-9
CC(C(=O)OCC(=O)c1cccc([N+](=O)[O-])c1)N1C(=O)C2C3C=CC(C3)C2C1=O (centres undefined)	1	-2	-1	-2	0.2	20	-4	0	2	5
O=C(NCc1ccccc1)c1n[nH]nc1-c1ccccc1O	3	-2	14	0	0.8	13	1	1	-41	-39
Cc1c(Cl)cccc1NC(=O)CN1CCN(CCN=CC2=C(O)CC(c3ccccc3)CC2=O)CC1 (centres undefined)	0	-5	6	0	-0.4	9	-2	-2	-9	-8
NC(=O)C(c1ccc(Cl)cc1)c1ncc(C(F)(F)F)cc1Cl (centres undefined)	1	1	24	3	0.0	-7	11	4	38	4
CCOc1ccc(NC(=O)c2ccc(NC(=O)c3cn4c5c(c(N6CCN(C)CC6)c(F)cc5c3=O)OCC4C)cc2)cc1 (centres undefined)	2	4	-14	-3	0.2	37	0	-8	-49	-14
Cc1cnc(C(=O)Oc2ccc(-c3ccccc3)cc2)cn1	0	1	32	7	-0.3	6	6	4	-16	-20
COC(=O)C1=C(C(=O)OC)[C@@H]2N(Cc3ccccc3)c3ccccc3[C@@]23C[C@@H](C(=O)OC)N=C3N1	21	1	0	·	0.1	18	·	-6	11	·
CCN(CC)c1ccc(/C=C(/C#N)C(=O)NC(C)C)o1	3	0	-4	2	1.2	6	-3	-3	-17	-48
C#CCOCCOCCOCCNc1nc(N2CCN(C(=O)[C@H](CCCCN)n3cc(C(N)CC(C)C)nn3)CC2)nc(N2CCN(C(=O)[C@H](CCC(=O)O)n3cc(C(N)[C@H](C)CC)nn3)CC2)n1 (some centres undefined)	-1	-3	-12	3	-1.6	15	-1	-2	5	-14
CCC(C)Oc1cccc(C(=O)Nc2ccccc2N2CCOCC2)c1 (centres undefined)	0	-5	7	0	0.2	11	0	4	12	-17
O=C1c2ccccc2C(=O)c2c1cccc2N(CCO)CCO	-3	5	8	1	-1.4	23	-1	-2	2	-34
Cn1c(NCC(O)CO)nc2c1c(=O)n(Cc1ccc(Cl)c(Cl)c1)c(=O)n2C (centres undefined)	-3	·	16	2	0.0	18	-6	0	0	-12
COC(=O)COc1ccc(S(=O)(=O)N2CCOCC2)cc1C	-1	0	12	3	0.5	-5	2	-7	-16	-8
O=C(NC1CCCN(C2Cc3ccccc3C2)C1)c1ccc(F)cc1Cl (centres undefined)	1	1	-2	-5	-1.0	13	-7	-4	-1	-24

Continued.
SMILES	GSK3B inh	GSK3 alpha inh	HSF1 activator	HSP90 refold inh	HIF activator	AI-2 QS mod	IEC-6 tox	HSF1 inh	aSyn 5UTR inh	KLF5 inh
NC(=O)C1CCN(C(=O)CCSCc2ccccc2)CC1	0	0	28	3	-2.2	8	1	3	-13	-21
COC(=O)c1cccc(C(=O)N2CCCC(C(=O)c3cc(F)ccc3F)C2)c1 (centres undefined)	-1	3	-2	2	0.1	15	2	-1	4	7
CCCC(=O)NC(Nc1ccc(S(=O)(=O)Nc2cc(C)on2)cc1)(C(F)(F)F)C(F)(F)F	-1	2	7	4	-0.2	-28	0	0	11	6
Cc1ccc2c(nc3s/c(=C\c4ccc(-c5ccccc5C(=O)O)o4)c(=O)n32)c1C	1	2	6	-3	-35	48	-11	-2	1	-31
Cc1ccc(-c2noc(CN(C)C(=O)c3ccoc3C)n2)cc1	1	-2	24	-3	1.0	24	0	6	-52	-30
COc1ccc(Nc2nc(C(=O)N3CCc4cc(OC)c(OC)cc4C3)cs2)cc1	0	1	6	0	0.3	30	3	-1	0	-4
COc1ccc(NC(=O)CS(=O)CC(=O)Nc2cccnc2)cc1 (centres undefined)	-1	0	-6	3	-0.2	13	3	-4	16	-13
Cc1ccc(/C=C2\SC(=S)N(CCCC(=O)Nc3ccccc3C(=O)O)C2=O)cc1	1	-6	-45	15	-3.0	10	7	-37	68*	6
CCOc1ccc(S(=O)(=O)NCC(=O)N(C)Cc2cccnc2)cc1	5	-1	0	6	-0.2	20	2	-1	7	-2
